Compound activity as filed in PubChem.
M1 agonist: agonists of M1 muscarinic receptor | B-score at 10 µM | 64,000 compounds, 3% hits | AID 626 | CHO-M1 cells, Fluo-4 calcium fluorescence, agonist mode; stronger effect = higher value;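 active = fluorescence rise, raw or as B-score row- and column-corrected plate score, outside the 99.7% band of its plate's samples, either direction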
Ecoli tolC: blocks growth of E. coli BW25113 tolC mutant. OD615. growth inhibition, % at 10 µM (by protocol). 65,000 compounds, 2.2% hits;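 active = growth inhibition at or above a cutoff equal to the mean over every tested compound plus 3 SD, cut at about 60% in these data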;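 also: growth measured after 20 h incubation at 37 °C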
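Signal: optical density read at 615 nm; Assay system: E. coli ΔtolC::kan strain BW25113; Times: 20 h incubation with compound, 37 °C; Dosing: 10 µM final, single dose.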
M1 antagonist: M1 muscarinic receptor (rat) antagonism; 64,000 compounds, 3.4% hits; CHO-M1 cells, Fluo-4 calcium, ACh EC80 antagonist mode; stronger effect = lower value; AID 628; B-score at 10 µM;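 active = calcium fluorescence response, raw or row-and-column corrected B-score, differing from the plate sample mean either way at a set confidence level, mostly lower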
Target sequence (P08482 whole entry, looked up): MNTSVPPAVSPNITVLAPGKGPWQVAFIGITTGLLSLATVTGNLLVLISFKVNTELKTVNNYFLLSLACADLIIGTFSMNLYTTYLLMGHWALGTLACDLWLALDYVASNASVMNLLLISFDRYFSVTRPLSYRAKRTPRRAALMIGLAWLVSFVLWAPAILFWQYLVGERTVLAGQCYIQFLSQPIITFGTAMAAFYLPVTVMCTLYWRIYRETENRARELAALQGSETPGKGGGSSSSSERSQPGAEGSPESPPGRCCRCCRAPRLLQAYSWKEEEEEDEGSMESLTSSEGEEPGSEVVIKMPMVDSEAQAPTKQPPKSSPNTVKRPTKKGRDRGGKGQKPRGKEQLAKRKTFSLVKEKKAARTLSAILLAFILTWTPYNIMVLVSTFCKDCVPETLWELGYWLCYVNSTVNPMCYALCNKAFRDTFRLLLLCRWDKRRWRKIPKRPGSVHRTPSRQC
SF-1 act: SF-1 (human) activation. 65,000 compounds, 1.9% hits. activation, % at 10 µM. Q13285. AID 522. CHO-K1 Gal4-SF-1 LBD luciferase reporter; % increase over DMSO SF-1-specific signal;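 active = activation above the mean activation of all tested compounds plus 3 SD, cut at about 50% in these data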
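Assay system: CHO-K1 cells co-transfected with Gal4 DBD–human SF-1 LBD, 5xGal4 luciferase reporter / Input: 4,000 cells per well / Incubation: 20 h compound exposure at 37 °C after 1 h cell settling / Detection: SteadyLite luciferase luminescence / Control set: DMSO negative control and −SF1 background wells / Replication: one test per compound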
NADH coupling: blocks coupling enzymes of NAD/NADH assays. coupled PK/LDH NADH assays, four targets. IC50, µM (titrated, usually from 10 µM), for inactives: at the top dose inhibition. 65,000 compounds, 0.02% hits;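 active = single-dose screening hits from any of four coupled enzyme assays that gave an IC50 when retested across doses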;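 also: the DPM-DC format reads NADH fluorescence rather than 340 nm absorbance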
TNAP act DEA: activators of human TNAP at intermediate phosphate acceptor. purified TNAP, CDP-star luminescence, 100 mM DEA, 30 min; stronger effect = higher value; scale: 0 levamisole-inhibited, 1 vehicle-only enzyme. activation factor at 20 µM. AID 813. P05186. 64,000 tested, under 10 active;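 active = activation factor of at least 2 at 20 µM, relative to controls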
Autofluor 339: intrinsic fluorescence of library compounds, ex339/em460 – biochemical, MLSMR library, data from DPM-DC assay, artefact control, profiling panel; compound autofluorescence, ex339/em460 nm, NADH buffer; stronger effect = higher value; 1 = no-compound wells, NADH background; 65,000 compounds, 5.5% hits; fluorescence fold increase at 10 µM;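 active = at 10 µM, mean starting fluorescence two-fold or more over control wells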;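 also: signal is the first read of a kinetic run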
RORA act: activators of human nuclear receptor RORA; CHO-K1 Gal4-RORA LBD luciferase reporter, luminescence; percent increase over mock-subtracted basal signal; P35398; activation, % at 10 µM; AID 560; 65,000 compounds, 1.5% hits;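 active = activation above the mean of all tested compounds plus 3 SD, cut at about 49% in these data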;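 also: 0% = DMSO-treated RORA cells and 100% = added signal equal to DMSO minus mock-transfected cells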
Target sequence (P35398 whole entry, looked up, the tested form may be a part): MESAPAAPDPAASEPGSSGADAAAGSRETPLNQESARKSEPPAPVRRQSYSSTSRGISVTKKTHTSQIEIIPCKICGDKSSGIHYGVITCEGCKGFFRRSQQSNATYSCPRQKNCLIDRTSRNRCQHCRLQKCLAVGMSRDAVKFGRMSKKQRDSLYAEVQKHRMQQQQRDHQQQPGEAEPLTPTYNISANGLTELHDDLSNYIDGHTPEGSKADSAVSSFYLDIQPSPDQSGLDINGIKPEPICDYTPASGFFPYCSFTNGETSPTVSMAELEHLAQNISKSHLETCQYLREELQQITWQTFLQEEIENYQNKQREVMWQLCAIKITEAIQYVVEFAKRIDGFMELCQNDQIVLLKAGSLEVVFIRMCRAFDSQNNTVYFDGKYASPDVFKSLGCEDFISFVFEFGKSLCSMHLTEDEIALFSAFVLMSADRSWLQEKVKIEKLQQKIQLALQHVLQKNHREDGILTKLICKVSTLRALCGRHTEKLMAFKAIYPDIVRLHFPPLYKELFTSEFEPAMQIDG
Ec RNAP inh: Escherichia coli RNA polymerase inhibition. P0A8V2. E. coli RNA polymerase, fluorescence transcription assay. inhibition, %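 (tested at 10 µM)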. 62,000 compounds, 0.2% hits; in the data active = inhibition above about 20%;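 also: 0% = enzyme without compound and 100% = no enzyme blank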
Starred values were filed as active, the others as inactive; . = no result given; [ ] = another dose, or the depositor's remark.

SMILES	M1 agonist	Ecoli tolC	M1 antagonist	SF-1 act	NADH coupling	TNAP act DEA	Autofluor 339	RORA act	Ec RNAP inh
O=C(CCc1nc(-c2cccs2)no1)Nc1cnc2ccccc2c1	-0.036	-5	0.36	1	6%	0.9	1.2	-9	1
CN(C)c1ccc(C2C3C(=O)N(c4ccc(C(=O)O)cc4)C(=O)C3ON2c2ccccc2)cc1 (stereo not drawn)	-0.44	8	-2.5*	-10	6%	0.9	1.1	-1	6
COc1ccc(Oc2coc3cc(OC(=O)N4CCOCC4)ccc3c2=O)cc1	-1.6	4	0	-4	3%	0.9	1.1	0	11
N#Cc1ccccc1OCC(=O)OCC(=O)c1ccc2c(c1)NC(=O)CO2	-0.23	3	-0.045	-15	6%	0.8	0.93	-6	-5
CCOC(=O)Cc1csc(NC(=O)CSc2nnnn2-c2ccc(F)cc2)n1	-2.2	19	-0.42	-2	6%	0.9	1	-9	6
CN(C)/C=N/c1sc2c(c1C#N)CCC2	-0.53	-11	0.19	0	9%	0.9	1.1	7	2
c1cnc2c(SCc3ccc(-c4nnco4)cc3)cccc2c1	0.054	11	0.17	62*	3%[fluoresces]	0.8	3.3*	31	3
COC(=O)CN1C(=O)CC(C)(C)Sc2ccccc21	-1.1	-8	-0.32	12	2%	1	1.1	25	-1
COCCN1Cc2cccc(C(=O)NC3CCCCCC3)c2C1=O	.	4	.	-18	8%	1	1	-3	7
CC#CCN(CC#CC)S(=O)(=O)c1ccc(S(=O)(=O)N2CCOCC2)cc1	0.17	8	-0.68	32	0%	0.9	1.1	-5	8
CC(=O)Nc1nnc(SCc2cccc(F)c2)s1	-1.4	-4	0.16	25	5%	0.9	1.1	13	2
O=C(Nc1cccc(-c2cn3ccccc3n2)c1)c1cnccn1	1.9	15	-0.046	52*	1%	0.9	1	46	1
O=C(Nc1ccc(S(=O)(=O)Nc2cnc3ccccc3n2)cc1)c1ccc(Br)o1	0.99	28	-0.061	4	1%	0.9	1.4	4	5
CCCCN1CCc2c([nH]c3ccc(C)cc23)C1=O	3.5*	1	-0.076	51*	2%	0.9	1.3	51*	3
O=C(CN(Cc1ccccc1C(F)(F)F)C(=O)CNC(=O)c1ccco1)NC1CCCC1	-1.1	10	0.66	-7	6%	0.8	1.1	-14	7
O=C(CNC(=O)C1CCCCC1)NC1=NCCS1	-0.1	-17	0.011	13	0%	0.9	1.1	-4	10
O=C(COC(=O)C1CCCCC1)Nc1ccc(N2CCCCC2)cc1	-1.9	9	-0.2	6	3%	0.9	1.1	13	-4
COc1ccc(CCNC(=O)CSc2nnc(Cn3c(=O)sc4ccccc43)n2C)cc1OC	0.16	-13	0.65	-5	5%	0.9	1.3	-2	3
COc1cccc(N2C(=O)CC(N3CCN(S(=O)(=O)c4ccccc4)CC3)C2=O)c1 (stereo not drawn)	-0.54	-29	0.11	-1	5%	1	1.1	13	5
CCCCNC(=O)C1CC(=O)N(CCC(C)C)C1 (stereo not drawn)	-0.12	-31	0.67	2	3%	1.1	1.1	1	-6
O=C(c1cc2nc(-c3ccco3)cc(C(F)(F)F)n2n1)N1CCCCCC1	-0.91	32	0.7	-15	9%[fluoresces]	0.8	2.2*	-16	6
CCN(C#N)c1nc(N(C)C)nc(N(C)C)n1	0.34	9	0.71	-19	8%	0.8	1.1	-8	5
CN1CCCCCC1=NC1=C(C#N)CCCC1	0.39	-7	0.54	14	3%	0.9	1.1	11	6
COC(=O)c1cccc(NC(=O)CN2CCN(c3ccc(OC)cc3)CC2)c1	-0.038	-1	0.059	-10	3%	0.9	1.1	-8	9
COC(=O)C(Cc1ccc(O)cc1)NC(=O)CCC(=O)Nc1ccc(S(N)(=O)=O)cc1 (stereo not drawn)	0.73	-15	0.27	-16	5%	0.9	1.1	-4	8
O=C1CCCc2c1cc(C(=O)Nc1ccc(Cl)cn1)c(=O)n2-c1ccccc1	-0.72	18	0.36	11	6%	0.9	1.2	-1	5
CCOC(=O)c1cc2c(n(-c3ccccc3)c1=O)CC(C)(C)CC2=O	0.53	-25	1.4	-18	7%	0.9	1.9	-4	-5
COc1ccc(NC(=O)COC(=O)c2cnccn2)cc1Cl	-0.47	5	0.33	-10	3%	1	1.1	-1	7
CCOc1ccc(S(=O)(=O)N2CCC(C(N)=O)CC2)c2ccccc12	-0.23	12	-0.22	11	6%	0.9	1.1	-6	5
COc1ccc(C2C(C(=O)NCCN(C)C)c3ccccc3C(=O)N2C)cc1OC (stereo not drawn)	0.67	-10	0.29	-10	6%	1	0.95	5	3
CCn1c(=O)n(CC)c2cc(S(N)(=O)=O)c(C)cc21	-0.11	-7	-0.14	3	1%	1	1.1	-1	13
O=C1CCCCCN1CP(=O)(O)CN1CCOCC1	-1.5	-7	0.6	18	8%	0.9	1.1	3	11
Cc1c(C(=O)OCCOc2ccccc2)[nH]c2c1C(=O)CCC2	-2.2	63*	-1.9	-21	4%	0.9	1.1	-7	4
CCCSc1nc2c(c(=O)[nH]c(=O)n2C)n1Cc1ccc(C)cc1	0.024	18	-0.19	-2	5%	0.9	1.1	25	10
COc1ccccc1NC(=O)C(C)NS(=O)(=O)c1ccccc1 (stereo not drawn)	-0.37	0	.	4	6%	1	1.1	-10	7
COc1ccc(C2CC(=O)C3=C(C2)Nc2ccccc2N(C(=O)C2CC2)C3c2cccnc2)cc1OC (stereo not drawn)	0.075	5	0.45	13	14%	1.1	1.4	-3	0
CCCS(=O)(=O)NCc1ccc2c(c1)cc(C)n2C	0.41	-9	0.46	-14	2%	.	1.1	-1	.
Cc1nnc(N2C(=O)C(O)=C(C(=O)c3ccco3)C2c2ccc(F)cc2)s1 (stereo not drawn)	18*	-7	-0.28	-11	8%	0.9	1.1	12	2
CN(C)c1ccc(CNC2CC(C)(C)NC(C)(C)C2)cc1	-1.2	-1	-1.1	25	2%	0.9	1.1	12	8
Cc1ccc(C)c2[nH]c(=O)c(CN(Cc3ccco3)S(=O)(=O)c3ccc4c(c3)OCCO4)cc12	2	-5	-0.3	13	8%	0.9	1.3	8	2
CS(=O)(=O)N1CCN(C(=O)C(Sc2ccccc2)c2ccccc2)CC1 (stereo not drawn)	-0.78	4	-0.88	-17	5%	1	1.1	-31	4
Cc1nn2c(-c3ccccc3)nnc2c2ccccc12	0.34	37	2.1*	33	8%	0.9	1.3	34	5
CCN(c1cccc(C(F)(F)F)c1)S(=O)(=O)c1ccc2c(c1)CCN2C(C)=O	.	36	.	16	6%	0.9	1.1	4	7
c1cc2c(c(NCc3ccncc3)c1)CCCC2	-1.6	13	0.27	-17	4%	0.9	1.1	16	.
CCOC(=O)CSc1nnc(CSc2nc3sc4c(c3c(=O)[nH]2)CCC4)n1C	0.56	22	0.054	3	9%	0.9	1.1	5	7
O=C(Nc1ccc2c(c1)OCO2)C1CCCCN1S(=O)(=O)c1ccc(F)cc1 (stereo not drawn)	-1.6	-5	0.62	17	6%	0.9	1.1	-8	1
Cc1nnc(SCc2nc3ccccc3s2)n1-c1ccccc1	-0.019	0	-0.23	26	2%	0.9	1.1	76*	11
COc1cccc(-c2nc3ccc(O)cc3c(=O)o2)c1	-0.026	7	1.1	13	5%	0.9	1.2	-9	2
O=C(CN1C(=O)CSC1=O)Nc1ccccc1F	-1.2	-17	-0.72	-1	4%	1	1.1	-8	7
COc1ccc(OC)c(N=C(C)C2=C(O)COC2=O)c1	-0.94	-2	-0.4	9	5%	0.9	1	-9	-4
O=C(O)C1CSC2(CCN(Cc3ccccc3)CC2)N1 (stereo not drawn)	0.22	-24	0.0042	-8	2%	.	1.1	-21	.
CCOc1ccccc1N(CC(=O)NCC1CCCO1)C(=O)CCC(=O)Nc1ccccn1 (stereo not drawn)	-0.07	-9	0.28	9	3%	0.9	1.1	14	8
CCOC(=O)C1CCN(c2cc(C)nc3cc(-c4cccc(F)c4)nn23)CC1	-1	2	0.24	-19	5%[fluoresces]	0.9	2.6*	28	5
O=C(COc1ncnc2ccccc12)NC(=O)NCc1ccccc1	-0.14	-11	0.99	-2	9%	0.9	1.1	-17	-2
CN(C)C(=O)N1CCCC(C(=O)NCc2cccs2)C1 (stereo not drawn)	1.6	-21	0.028	-4	7%	0.9	0.98	-15	-3
COc1ccc(C)cc1NC(=O)c1cnc2n(c1=O)CCS2	0.12	-6	-0.79	29	3%	.	1.1	9	.
CC1=CC(C)(C)Nc2cc(C)c(C)cc21	2.3	-6	-0.066	5	7%	0.9	2.7*	-13	10
CCCCNC(=O)CSc1nnc(-c2ccco2)n1C	0.14	-17	-0.33	-7	5%	1	1	-7	9
CC1=C(C(=O)Nc2ccccn2)C(c2ccc(F)cc2)n2ncnc2N1 (stereo not drawn)	-0.044	-7	0.34	-6	9%	1	1.1	14	4
Cc1ccc(-c2nnn(Cc3nc4ccccc4s3)n2)cc1	-0.23	35	-0.24	-11	2%	0.9	1.1	-15	-3

More results follow:
SMILES	M1 agonist	Ecoli tolC	M1 antagonist	SF-1 act	NADH coupling	TNAP act DEA	Autofluor 339	RORA act	Ec RNAP inh
Cn1cnnc1SCCn1c(N2CCCCC2)nc2c1c(=O)[nH]c(=O)n2C	-0.037	-14	0.087	2	2%	0.9	1.1	2	6
CCOC(=O)c1ccc(N2C(=O)c3n[nH]c(C)c3C2c2cccnc2)cc1 (stereo not drawn)	0.08	-7	-0.93	12	9%	1	1.1	22	-9
O=C(Cc1ccc(S(=O)(=O)N2CCCC2)s1)Nc1nc2c(s1)CCCC2	-0.2	20	-0.15	5	2%	0.8	1.1	12	7
COc1ccc(C2/C(=C(\O)c3ccc4c(c3)OCCO4)C(=O)C(=O)N2CCCN(C)C)cc1 (stereo not drawn)	0.67	16	-0.023	12	1%	1	1.1	4	.
CC1CCCC(N2CCN(C(=O)c3ccc(F)cc3)CC2)C1 (stereo not drawn)	0.25	-16	-0.18	4	5%	0.9	1	7	0
O=C(c1ccc(=O)oc1)N1CCN(C(c2ccccc2)c2ccccc2)CC1	0.42	6	-2.7*	7	2%	0.8	1.5	-10	9
COc1ccc(C(=O)NC(C(=O)NCc2ccccn2)C(C)C)cc1 (stereo not drawn)	0.13	-13	-0.59	-3	5%	1	1	-1	0
CCOC(=O)CN1C(=O)C(O)(c2c(C)[nH]c3ccccc23)c2ccccc21 (stereo not drawn)	0.44	8	0.36	17	0%	1	1.1	-14	-6
CCOCCOC(=O)C1=C(C)N(C)C(=O)NC1c1ccccc1F (stereo not drawn)	-0.58	-11	-0.18	-10	6%	1	1.1	-18	3

Exported as labelled records: part of the list above.
> O=C(Cc1ccc(S(=O)(=O)N2CCCC2)s1)Nc1nc2c(s1)CCCC2
  M1 agonist: -0.2 | Ecoli tolC: 20 | M1 antagonist: -0.15 | SF-1 act: 5 | NADH coupling: 2% | TNAP act DEA: 0.8 | Autofluor 339: 1.1 | RORA act: 12 | Ec RNAP inh: 7
> CCOCCOC(=O)C1=C(C)N(C)C(=O)NC1c1ccccc1F (stereo not drawn)
  M1 agonist: -0.58 | Ecoli tolC: -11 | M1 antagonist: -0.18 | SF-1 act: -10 | NADH coupling: 6% | TNAP act DEA: 1 | Autofluor 339: 1.1 | RORA act: -18 | Ec RNAP inh: 3
> O=C(c1ccc(=O)oc1)N1CCN(C(c2ccccc2)c2ccccc2)CC1
  M1 agonist: 0.42 | Ecoli tolC: 6 | M1 antagonist: -2.7* | SF-1 act: 7 | NADH coupling: 2% | TNAP act DEA: 0.8 | Autofluor 339: 1.5 | RORA act: -10 | Ec RNAP inh: 9
> CCOC(=O)CN1C(=O)C(O)(c2c(C)[nH]c3ccccc23)c2ccccc21 (stereo not drawn)
  M1 agonist: 0.44 | Ecoli tolC: 8 | M1 antagonist: 0.36 | SF-1 act: 17 | NADH coupling: 0% | TNAP act DEA: 1 | Autofluor 339: 1.1 | RORA act: -14 | Ec RNAP inh: -6
